High-throughput results (PubChem BioAssay)
NSD2 HMT inh – NSD2 histone methyltransferase inhibitors, primary screen, biochemical, AlphaScreen, single concentration, set 2. Histone-lysine N-methyltransferase NSD2 (Homo sapiens), O96028. hit rate 0.54% among 310,000. inhibition, % at 12.5 µM. NSD2 peptide methylation, 120 min; in the data active = inhibition above about 50%
CDK5 p35 inh – inhibitors of human CDK5/p35 kinase, primary screen, biochemical, single concentration; hit rate 0.01% among 330,000; inhibition, % at 10 µM; Recombinant CDK5/p35, ADP-Glo luminescence, 60 min; AID 488839, 2010;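 active = highest replicate inhibition of at least 50% and at least 75% of replicates reaching 50%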;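 note: plate controls were DMSO neutral control for no effect and GW8510 at 10 µM for full effect; many of its hits are not listed in these tables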
PvdQ acylase – P. aeruginosa PvdQ acylase inhibitors, primary screen, biochemical, fluorescence, plate reader and imaging, single point; inhibition, % at 10 µM; hit rate 0.063% among 340,000; purified PvdQ acylase; in the data active = inhibition above about 30%, passing the limit was not always enough;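 note: 0% = vehicle neutral wells and 100% = reference inhibitor wells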
dFosB act – activators of delta FosB homodimer, primary screen, biochemical, fluorescence polarization, TAMRA-CDK5 oligo, single point | Protein FosB (Mus musculus), P13346 | hit rate 0.99% among 340,000 | purified delta FosB; percent of positive-control signal above neutral wells | activation, % at 25 µM;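 active = mean activation above about 17%, with every replicate also reaching it, limit read from the data, passing the limit was not always enough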;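 note: fluorescence polarization rise as delta FosB binds a TAMRA Cdk5 AP-1 oligo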
Target sequence (P13346 whole entry, looked up): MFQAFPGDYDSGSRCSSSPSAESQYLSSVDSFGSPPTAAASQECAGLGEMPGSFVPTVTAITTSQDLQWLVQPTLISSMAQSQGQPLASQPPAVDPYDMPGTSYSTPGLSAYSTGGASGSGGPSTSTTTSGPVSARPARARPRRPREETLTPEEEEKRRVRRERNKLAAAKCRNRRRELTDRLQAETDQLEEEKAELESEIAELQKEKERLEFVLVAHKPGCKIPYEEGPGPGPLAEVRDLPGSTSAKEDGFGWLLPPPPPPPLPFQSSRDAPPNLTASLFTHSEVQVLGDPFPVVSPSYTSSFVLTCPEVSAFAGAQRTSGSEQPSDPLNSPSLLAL
HTR5A inv ctr – HTR5A inverse agonists in luminescence cell assay, primary screen, counter-screen for OPRM1-OPRD1 heterodimer inverse agonist project, full-deck HTS; HTR5A cell line, inverse agonism; inhibition, % at 9.3 µM; 5-hydroxytryptamine receptor 5A (Homo sapiens), P47898; hit rate 0.083% among 340,000; in the data active = inhibition mostly above about 23%, no sharp cut-off; inactive = mostly below about 18%;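 note: 0% = cells with DMSO and 100% = no-cell wells with DMSO; some compounds called inactive have numbers as strong as hits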
Target sequence (P47898 whole entry, looked up): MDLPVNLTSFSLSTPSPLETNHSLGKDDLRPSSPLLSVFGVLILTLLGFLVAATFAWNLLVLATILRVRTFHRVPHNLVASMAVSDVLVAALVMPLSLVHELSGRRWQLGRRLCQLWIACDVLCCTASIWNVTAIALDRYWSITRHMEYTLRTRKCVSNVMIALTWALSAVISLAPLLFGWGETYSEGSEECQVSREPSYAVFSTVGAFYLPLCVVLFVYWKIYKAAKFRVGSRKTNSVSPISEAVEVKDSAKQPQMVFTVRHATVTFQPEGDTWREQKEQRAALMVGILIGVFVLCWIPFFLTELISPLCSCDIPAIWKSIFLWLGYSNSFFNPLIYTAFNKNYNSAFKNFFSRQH
Wnt act – Wnt/beta-catenin pathway activators, primary screen, cell-based, plate reader, single point | Wnt/beta-catenin reporter cell assay, activator | activation, % at 9.35 µM | hit rate 1.2% among 300,000 | AID 743398, 2014; in the data active = activation above about 30%, passing the limit was not always enough;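 note: 0% = neutral control wells and 100% = positive control wells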
HTR5A ag ctr – HTR5A agonists in luminescence cell assay, primary screen, counter-screen for OPRM1-OPRD1 heterodimer agonist project, full-deck HTS; 5-hydroxytryptamine receptor 5A (Homo sapiens), P47898; cell-based; activation, % at 9.3 µM; hit rate 0.61% among 340,000; AID 504692, 2011; in the data active = activation mostly above about 9.5%, no sharp cut-off; inactive = mostly below about 7.6%;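 note: 0% = cells with vehicle only and 100% = reference agonist; strong numbers were not always called active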
MITF TRPM1 HTS – activators of MITF-driven TRPM1 promoter reporter, primary screen, cell-based, SK-MEL-5, luciferase, single point; AID 588334, 2011; SK-MEL-5 TRPM1-promoter luciferase, 24 h; % of positive control, neutral wells = 0; hit rate 0.75% among 300,000; activation, % at 12.5 µM;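 active = mean activation of at least 80% with every replicate also reaching 80%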;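 note: 0% = neutral control wells and 100% = parthenolide positive control wells; values of inactives mirror those of a sister screen read the other way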
SR-BI HDL uptake – inhibitors of SR-BI mediated HDL lipid uptake, primary screen, ldlA[mSR-BI] cells, fluorescence, single point. ldlA[mSR-BI] CHO cells, DiI-HDL uptake fluorescence, 3 h. inhibition, % at 12.5 µM. hit rate 0.96% among 320,000;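 active = mean replicate inhibition of at least 70% and a set share of replicates each scoring 70 or more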;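 note: 0% = median of neutral control wells and 100% = median of positive control wells; values of inactives mirror those of a sister screen read the other way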
V-ATPase pH – regulators of yeast V-ATPase proton pumping, primary screen, pHLuorin cytosolic pH fluorescence; AID 504577, 2011; S. cerevisiae; response, % at 10 µM; hit rate 0.37% among 350,000; in the data active = response mostly above about 7.3%, no sharp cut-off; inactive = mostly below about 5.4%; note: actives read high; inactives centre near 0; some compounds called inactive have numbers as strong as hits; reference of the scale not given here
* = called active by the depositor; . = no result given.

no.	smiles	NSD2 HMT inh	CDK5 p35 inh	PvdQ acylase	dFosB act	HTR5A inv ctr	Wnt act	HTR5A ag ctr	MITF TRPM1 HTS	SR-BI HDL uptake	V-ATPase pH
1	NCCNC(=O)c1c(O)c2cccc3c2n(c1=O)CCC3	2	-1.9	-2	-7	-7	-2	0	.	-13	1
2	COc1ccc(/C(N)=N/OC(=O)CSc2ccc(C)cc2)cc1OC	-2	-0.2	1	-6	4	.	4	4	-19	2
3	CC(=O)Nc1ccc(CN(C)CC2CCCN(CCc3cccc(C(F)(F)F)c3)C2)cc1 (stereo not given)	6	1.9	-2	-2	3	2	2	-9	-13	-2
4	CCCNCc1cc(Br)ccc1OCC(=O)NCCc1ccccc1	4	-5.2	-19	-6	-8	0	3	6	-6	-1
5	CSCc1c(C(=O)Nc2ccc3c(c2)OCO3)oc2ccccc12	5	0.4	0	-10	-12	6	4	8	8	-2
6	O=C(CNC(=O)C1CCCCC1)Nc1cc(Cl)ccc1Cl	-1	0.2	0	-8	3	-1	-1	-11	3	-2
7	CC(NC(=O)c1cncc(Br)c1)c1ccc(S(N)(=O)=O)cc1 (stereo not given)	4	-0.7	3	1	-31	.	-6	5	-21	1
8	COc1ccc(CNS(=O)(=O)c2ccc(OC)cc2)cc1	0	-0.5	4	-4	-15	.	-4	-6	-29	8
9	Cc1noc(C)c1C(=O)N1CCN(Cc2ccccc2)CC1	3	-0.6	1	-1	15	-1	-5	-5	-1	-2
10	O=C1C2CCCN2C(c2ccc(F)cc2)N1c1cccc(Cl)c1 (stereo not given)	.	2.3	4	-6	16	1	-6	-18	-4	3
11	NC(=O)c1nsc(C(=O)N(Cc2cccnc2)C(C(=O)NCc2ccccc2)c2ccc(O)cc2)c1N (stereo not given)	.	-1.2	-6	-4	7	-2	-3	-5	-4	2
12	COc1ccccc1N(Cc1ccccc1)S(=O)(=O)c1cccc(C(=O)Nc2ncccc2C)c1	-1	-0.7	-10	-4	12	-7	0	-5	-3	-2
13	CSc1ccc(NC(=O)NCc2ccccc2)cc1	0	0.9	0	-3	31*	3	-1	75	-12	-1
14	Cc1csc(NC(=O)CCC(=O)N(CC(=O)NC2CCCC2)Cc2ccccc2)n1	4	-0.9	-10	-10	-11	-2	4	0	.	0
15	Cc1ccc(CNn2cnnc2SCc2ccc(F)cc2)cc1	-4	0.7	-13	-7	8	.	0	3	3	2
16	CCOC(=O)c1c(C)[nH]c(C)c1C(=O)COC(=O)c1cccc(S(=O)(=O)N(CC)CC)c1	-1	0.2	-3	5	10	0	-4	-15	27	-4
17	O=C(NCCCN1CCCC1)C1CCC(=O)N1C1CCCCC1 (stereo not given)	6	-2.1	5	-5	3	-5	-1	3	-12	1
18	COc1ccc(NC(=O)Nc2ccccc2F)cc1Cl	0	0.0	-11	22*	-6	.	2	69	2	-3
19	O=C(Oc1cncc(Cl)c1)c1sccc1Cl	.	-2.7	-6	-1	-7	-2	2	6	-18	3
20	COc1ccc(-c2csc3ncnc(N4CCN(c5ccccc5O)CC4)c23)cc1	-1	0.6	3	-5	-6	.	2	9	23	-4
21	CC1=CC(=O)C=CC1(C)C(Cl)(Cl)Cl (stereo not given)	0	-0.6	-12	-5	-8	0	3	10	.	-1
22	COc1cccc(NC(=O)c2cc3c(=O)n4ccccc4nc3n(CC(C)C)c2=N)c1	.	0.6	-5	-4	-8	-2	3	-60	9	-3
23	CS(=O)(=O)c1ccc(NC(=O)CCN2C(=O)NC3(CCCC3)C2=O)cc1	0	0.9	-15	5	-14	2	6	-1	-20	-2
24	Cc1ccc2nc(SCC(=O)Nc3cc(C)on3)c(C)cc2c1	0	0.0	-7	9	-23	1	-1	9	.	-3
25	C(=N\C(/N=C/c1ccco1)c1ccco1)/c1ccco1	-1	-0.4	-17	-12	-11	.	3	8	-37	1
26	O=C(Oc1cccc(NC(=O)c2ccco2)c1)c1ccc(Br)c(S(=O)(=O)N2CCCCC2)c1	-1	0.7	-3	-12	3	13	-1	.	21	.
27	CC(=O)Nc1ccc2nc(-c3cccn3C)[nH]c2c1	5	-3.2	-11	1	10	8	-3	.	8	-3
28	CCN1CCc2[nH]c3ccccc3c2C1	14	1.1	-29	-1	6	-2	-2	-11	-2	9
29	CC[C@H](C)[C@H](NC(N)=O)C(=O)NCCc1ccc(OC)c(OC)c1	-2	-0.6	-5	-3	-17	-1	-3	13	17	2
30	CCNC(=O)COC(=O)C1C(C(=O)OCC)=C(C)NC(C)=C1C(=O)OCC	-7	0.3	-8	4	8	-4	4	10	-13	2
31	CC(=O)N1CC23C=CC(CC2CC12CCCCCC2)O3 (stereo not given)	-1	-1.4	-3	-5	8	0	-3	-8	-8	-2
32	CCS(=O)(=O)N1CCC(C(=O)NCc2cccc(OC)c2)CC1	-2	1.0	5	2	7	-1	5	-1	3	-2
33	O=C1CSC(=S)N1/N=C/c1c(F)cccc1F	-1	-0.9	-11	-7	-25	-1	5	-2	2	-2
34	C=CCN1C(=O)c2ccccc2Sc2ccc(C(=O)NCC(OC)OC)cc21	2	0.2	-20	-6	8	0	-2	.	0	2
35	CCOC(=O)c1c(S(=O)(=O)NCC(=O)N2CCN(c3ccc(OC)cc3)CC2)c(C)n(C)c1C	5	-0.2	4	-7	7	-3	-2	-13	-6	-3
36	CCC[N+](CC#CCO)(CC#Cc1ccccc1)CCC	-3	-0.6	-8	1	17	1	-3	.	.	-1
37	O=C(CCCC(=O)OCC(F)(F)C(F)F)Nc1ccc(NC(=O)CCCC(=O)OCC(F)(F)C(F)F)cc1	1	-0.7	-8	7	5	.	-1	-3	-8	0
38	COc1ccc(NC(=O)C2CCCN2S(=O)(=O)c2ccc(Cl)cc2)cc1 (stereo not given)	1	-1.1	-15	1	-4	-1	1	.	.	0
39	COC(=O)C1=C[C@@H](C(=O)OC)[C@@H]2C3=C(C(=O)C2(C)C)[C@H](C)n2c(=O)n(-c4ccccc4)c(=O)n2[C@@H]3C1	.	5.5	4	2	-25	5	9	-2	-10	2
40	CC(=O)Nc1cc(O)cc(O)c1	.	1.8	-9	-1	-28	-2	10	13	-6	8
41	O=C(O)CN(Cc1ccco1)S(=O)(=O)c1ccc(F)cc1	-4	0.9	-13	-2	-6	.	5	-15	-54	2
42	O=C(O/N=C/c1cccc([N+](=O)[O-])c1)C1CC1	3	0.1	3	5	-9	.	-5	0	-10	0
43	COc1ccc(CNC2CCCC2)c(OC)c1OC	-1	0.7	0	3	-40	-5	2	1	-5	1
44	CN(C)S(=O)(=O)N1CCc2ccc(NC(=O)c3ccccc3Cl)cc2C1	-3	0.3	6	-3	7	2	-2	15	24	5
45	CC12CC3(C)CC(C)(C1)CC(C(N)=O)(C2)C3	1	0.1	-15	-12	-1	0	4	3	-24	0
46	Cc1cc(NC(=O)CSc2ccc3c(c2)OCCO3)no1	-1	-1.7	2	-2	-9	.	0	0	-40	-4
47	Cc1cccc(NC(=O)/C(=C\c2cccs2)NC(=O)c2ccccc2)c1	1	1.0	-17	3	20	.	-3	-7	25	0
48	COc1ccc(C(=O)NNC(=O)CSc2nnc(C(C)C)n2C)cc1	1	-0.6	-9	6	9	-3	-3	-1	.	2
49	COc1ccc(CCNC(=O)c2cc(S(=O)(=O)N(C)C)ccc2N2CCCC2)cc1	-3	0.0	23	-3	-15	-1	3	0	1	4
50	O=C1c2ccccc2C(=O)N1CSc1nnc(Nc2ccccc2F)s1	31	0.7	7	-7	3	1	-5	16	-7	-4
51	Cc1ccccc1-n1c(-c2csc(C)c2C)n[nH]c1=S	1	-0.1	4	-9	-12	.	-3	3	23	-3
52	COc1cc2c(cc1OC)C(Cc1ccc(O)cc1)NCC2 (stereo not given)	.	-1.2	-13	7	6	-3	4	15	-17	-1
53	CCCCN(C(=O)C1COc2ccccc2O1)c1c(N)n(CCC)c(=O)[nH]c1=O (stereo not given)	0	0.9	-5	-4	4	0	-2	2	-6	7
54	CNC(=O)OCN1C(=O)C2CC=CCC2C1=O (stereo not given)	-2	-5.3	-10	-1	-4	-1	1	-3	.	0
55	CCCOC(=O)c1cccc(NC(=O)c2cccnc2)c1	1	-0.2	1	-5	-7	0	2	3	9	1
56	Cc1cccc(OCCC(=O)OC(C)C(=O)Nc2ccc(Cl)cn2)c1 (stereo not given)	-5	0.2	-18	-2	-26	1	5	9	-14	0
57	CCC(C)(C)NC(=S)Nc1ccc(-c2nc3ccc(C)cc3s2)cc1	-1	-5.3	-15	5	-29	6	9	31	32	0
58	COc1ccc(NC(=O)CC2C(=O)N(Cc3ccco3)C(=S)N2C(C)C)cc1 (stereo not given)	1	-8.8	-5	3	-22	-3	8	5	12	4
59	O=C(Cc1c(F)cccc1Cl)OCC(=O)N1CCN(c2ccccc2)CC1	-1	1.5	-14	-6	0	2	0	17	9	4
60	CCN(CC(=O)NCc1ccc(F)cc1)C(=O)C1CCN(C(=O)Nc2ccccc2)CC1	-4	0.2	13	-5	-5	.	-3	.	51	-3

Part of the list above, with values under each structure:
Order of results – NSD2 HMT inh	CDK5 p35 inh	PvdQ acylase	dFosB act	HTR5A inv ctr	Wnt act	HTR5A ag ctr	MITF TRPM1 HTS	SR-BI HDL uptake	V-ATPase pH
29) CC[C@H](C)[C@H](NC(N)=O)C(=O)NCCc1ccc(OC)c(OC)c1
→ -2	-0.6	-5	-3	-17	-1	-3	13	17	2
47) Cc1cccc(NC(=O)/C(=C\c2cccs2)NC(=O)c2ccccc2)c1
→ 1	1.0	-17	3	20	.	-3	-7	25	0

Later entries.
no.	smiles	NSD2 HMT inh	CDK5 p35 inh	PvdQ acylase	dFosB act	HTR5A inv ctr	Wnt act	HTR5A ag ctr	MITF TRPM1 HTS	SR-BI HDL uptake	V-ATPase pH
61	COc1ccccc1CCn1c(N)c(C#N)c2nc3ccccc3nc21	.	-0.1	-12	-5	19	15	4	8	11	5
62	CC(C)N(Cc1nc(-c2ccccc2)no1)C(=O)C(C)(C)C	-2	-0.4	-5	2	26	-1	-5	2	-13	-2
63	O=S(=O)(NC1=NCCCCC1)c1ccc(Cl)cc1	-2	0.1	1	1	0	2	0	8	-14	-8
64	O=C(CN1CCC(C(=O)c2ccc(F)cc2)CC1)Nc1ccccc1	-2	0.5	-14	-9	8	.	4	-5	-1	-2
65	NC(=O)NC(=O)COC(=O)c1ccc2noc(-c3ccccc3)c2c1	6	0.8	-9	2	3	1	-1	37	.	6
66	CCN1C(=O)[C@H]2[C@H]3CN=C(SCC4CC4)N3[C@@](Cc3ccccc3)(C(=O)OC)[C@H]2C1=O	.	14	25	4	3	-2	-1	-1	-10	-3
67	CN1CSC2=C(C#N)C(c3cccc(OCc4ccccc4)c3)CC(=O)N2C1 (stereo not given)	.	-6.0	-22	-9	-44	5	2	.	20	-1
68	COc1ccc(Cc2nnc(SCC(=O)Nc3c(C)cccc3C)[nH]c2=O)cc1	-1	1.0	-16	1	-10	1	4	-2	-13	-3
69	CC(C)(C)c1ccc(S(=O)(=O)n2c(CN3CCOCC3)nc3ccccc32)cc1	.	0.4	2	2	-4	22	1	-3	-20	-3
70	CSc1ccc(CNC(=O)C2Cc3cc(S(=O)(=O)N4CCCCC4)ccc3N2C(C)=O)cc1 (stereo not given)	0	.	-8	-1	-3	0	1	28	18	3

The order is random. About 5% of those tested had a hit in this group.
